Screens: PubChem BioAssay, Broad Institute
Cneo AK release: causes C. neoformans cell lysis | 0.2% of 360,000 active | lysis activity, % at 15 µM | adenylate kinase release luminescence, 4 h; normalised: neutral wells 0, clomiphene wells 100;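 active means mean lysis activity across replicates of at least 80%, whatever share of replicates individually reach that level; inactive means mean lysis activity below 80%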
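Test system: log-phase Cryptococcus neoformans yeast cells. Input: 5 × 10^6 yeast cells/mL. Medium: fresh YPD growth medium. Doses: single dose. Incubation: static 4 h at 37 °C with compound, 1 h detection. Measured by: luminescent adenylate kinase detection reagent. Read-out: signal increase indicating cell lysis. Benchmarks: Clomiphene.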
PGC1a acetyl inh: lowers PGC1a acetylation signal in U2OS cells; AlphaScreen anti-acetyl-lysine; with virally co-expressed GCN5 acetyltransferase; 0.17% of 350,000 active; inhibition, % at 15.6 µM;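 active means every replicate shows inhibition of at least 40%; inconclusive means mean inhibition at least 40% but some replicate below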;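 further: 0% = neutral control wells and 100% = positive control wells; some results beyond the cut were filed as inactive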
E-selectin induc: E-selectin induction on HUVECs; P16581; 0.37% of 260,000 active; activation, % at 7.58 µM; HUVEC E-selectin immunofluorescence imaging; normalized: neutral wells 0, TNF-alpha wells 100;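 active means mean E-selectin-positive cell signal at least 10% of the positive control, reached in at least 60% of replicates, without over 20% cell loss; inconclusive means no rule given, readout overlaps actives, possibly toxicity-flagged; inactive means the rest, including those meeting only one limit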;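 further: in these data hits start at about 27%; measured in HUVEC primary endothelial cells; signal is the percent of cells scored E-selectin positive by PE staining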
Target sequence (P16581 whole entry, looked up): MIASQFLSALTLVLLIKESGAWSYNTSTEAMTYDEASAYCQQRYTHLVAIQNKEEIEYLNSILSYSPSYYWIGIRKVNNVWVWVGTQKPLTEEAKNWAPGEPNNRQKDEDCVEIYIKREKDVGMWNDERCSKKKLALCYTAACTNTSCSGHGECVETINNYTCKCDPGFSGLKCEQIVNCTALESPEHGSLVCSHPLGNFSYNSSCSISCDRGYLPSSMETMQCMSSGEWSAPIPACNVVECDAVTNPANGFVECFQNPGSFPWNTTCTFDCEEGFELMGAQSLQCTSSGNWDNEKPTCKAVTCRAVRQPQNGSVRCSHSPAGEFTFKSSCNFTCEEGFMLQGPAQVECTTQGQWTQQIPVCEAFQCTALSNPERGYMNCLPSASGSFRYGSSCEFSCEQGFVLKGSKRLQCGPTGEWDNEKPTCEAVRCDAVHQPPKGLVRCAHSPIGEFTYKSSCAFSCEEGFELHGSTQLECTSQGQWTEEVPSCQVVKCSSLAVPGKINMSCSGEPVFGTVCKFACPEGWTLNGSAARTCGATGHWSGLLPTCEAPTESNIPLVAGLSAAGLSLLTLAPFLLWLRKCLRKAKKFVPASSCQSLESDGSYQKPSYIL
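Test system: HUVEC | Signal: Immunofluorescence imaging | Read-out: Percent E-selectin-positive cells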
PglD DTNB: PglD (C. jejuni) enzyme inhibition | purified PglD enzyme, DTNB colorimetric CoA detection | 0.098% of 360,000 active | inhibition, % at 12.5 µM; in the data active means inhibition above about 16%, passing the limit was not always enough; inconclusive means no clear call, values can overlap the other calls; further: strong numbers were not always called active
RAD54 branch: RAD54 (human) branch migration inhibition; Q92698; inhibition, % at 10.4 µM; 0.14% of 360,000 active; RAD54 Holliday junction branch migration, FAM/BHQ fluorescence;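 active means mean normalized replicate activity at least 40 and at least half of replicates scoring 40 or more; inconclusive means only one of the two criteria met; inactive means mean below 40 and under half of replicates reaching 40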;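 further: 0% = median of neutral control wells and 100% = median of positive control wells; inhibitors cause a drop in the FAM fluorescence signal; in these data hits start at about 50%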
RAD52 inh: blocks human RAD52 DNA annealing; P43351; AID 651710; recombinant RAD52 DNA annealing, FRET fluorescence; 0.46% of 360,000 active; inhibition, % at 18.7 µM;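 active means every replicate showing at least 50% inhibition; inconclusive means mean inhibition at least 50% but not in every replicate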
Target sequence (P43351 whole entry, looked up): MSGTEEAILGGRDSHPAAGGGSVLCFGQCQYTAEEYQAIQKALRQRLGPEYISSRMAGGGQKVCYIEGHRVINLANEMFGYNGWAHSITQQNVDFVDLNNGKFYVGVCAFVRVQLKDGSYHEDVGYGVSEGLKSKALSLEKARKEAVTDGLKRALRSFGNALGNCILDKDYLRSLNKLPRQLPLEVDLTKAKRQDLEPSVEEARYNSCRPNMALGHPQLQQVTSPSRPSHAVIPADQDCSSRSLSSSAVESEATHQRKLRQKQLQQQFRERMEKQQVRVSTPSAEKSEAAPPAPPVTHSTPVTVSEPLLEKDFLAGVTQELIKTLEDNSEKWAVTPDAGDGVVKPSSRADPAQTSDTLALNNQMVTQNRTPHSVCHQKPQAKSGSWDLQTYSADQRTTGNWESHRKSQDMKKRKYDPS
ERAP1 HTS inh: ERAP1 (human) enzyme inhibition; Q9NZ08; recombinant ERAP1, Leu-AMC fluorescence, 60 min; inhibition, % at 10.7 µM; 0.15% of 340,000 active; AID 652197;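 active means mean replicate inhibition of at least 30%, or all replicates individually reaching that 30% level; inactive means mean below 30% and not every replicate reaching it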;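 further: 0% = neutral control wells and 100% = L-leucinethiol positive control wells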
miR122 inh: blocks miR-122 activity in Huh7 sensor cells; AID 602342; Huh7 miR-122 Renilla luciferase sensor, 48 h; neutral wells = 0, positive control = 100; 0.3% of 340,000 active; activation (reporter increase), % at 12.5 µM;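 active means mean replicate activation score at least 90 and every replicate individually at or above 90; inconclusive means only one of the two criteria met; inactive means neither criterion met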;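 further: higher luciferase means less miR-122 activity so hits act as miR-122 inhibitors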
* hit, by the source's call; u = inconclusive; x = not tested or not shown; & = joins results of further samples; [ ] = dose if it differs, or a comment.

(1) CC1=C(C(=O)N2CCCCCC2)CC(CC(=O)NCCN2CCOCC2)C(=O)N1Cc1ccccc1 (configuration not stated)
(2) S=c1[nH]nc(-c2ccccc2)n1Cc1ccccc1
(3) COc1cc(/C=N/NC(N)=S)ccc1OCC(=O)Nc1ccc(C)c(C)c1
(4) Cc1cc(NC(=O)CCC(=O)N(CC(=O)NCC2CCCO2)c2ccc(C)c(C)c2)no1 (configuration not stated)
(5) Cc1ccc(S(=O)(=O)N(CC#N)CC#N)cc1
(6) CCOC(=O)C1=C(CNCc2ccc(F)cc2)NC(=O)NC1c1cccc([N+](=O)[O-])c1 (configuration not stated)
(7) O=C(Nc1cccc(S(=O)(=O)N2CCOCC2)c1)c1ccc(Cl)c([N+](=O)[O-])c1
(8) C[C@@H](C(=O)NCCc1ccccc1F)N1C(=O)N2CCc3c([nH]c4ccccc34)[C@@]2(C)C1=O

compound no.	1	2	3	4	5	6	7	8
RAD52 inh	-2	x	x	-11	5	-12	5	-14
RAD54 branch	-7	-9	4	1	7	-11	-11	-10
ERAP1 HTS inh	6	x	x	-3	1	x	6	x
PglD DTNB	3	11	-4	7	-1	1	2	-2
E-selectin induc	0.0	x	x	x	25	-0.1	x	x
miR122 inh	2	-2	12	4	-3	-2	5	-22
Cneo AK release	-1	-1	4	0	0	3	2	0
PGC1a acetyl inh	-2	-14	-16	x	-10	-7	-7	-8

(9) COC(=O)c1cccnc1NC(=S)NNC(=O)c1ccccc1
(10) O=C1CCN(Cc2ccccc2)CCN1[C@H](CSc1ccccc1)c1ccccc1
(11) Cc1cccc(N2CCN(CC(=O)Nc3nccs3)CC2)c1C
(12) C[C@@H]1CN([C@@H](C)CO)C(=O)c2cc(-c3ccc(F)cc3)cnc2O[C@@H]1CN(C)CC1CC1
(13) C/C(CCc1ccc2c(c1)OCO2)=N\N=C(/N)SC1CC(=O)N(c2ccccc2F)C1=O (configuration not stated)
(14) Cc1cccc(Nc2nc(Cl)ncc2F)c1C
(15) CCCC(=O)Nc1ccc2c(c1)C(=O)N(C)C[C@H](OC)[C@@H](C)CN(C(C)=O)[C@@H](C)CO2
(16) O=C1CCC(C(=O)N2CCCCCCC2)CN1Cc1cccc(C(F)(F)F)c1 (configuration not stated)

compound no.	9	10	11	12	13	14	15	16
RAD52 inh	x	-2&-83	x	0	x	-3	-6	-6
RAD54 branch	-3	9	-2	2	-1	-6	4	3
ERAP1 HTS inh	x	1&-3	x	0	x	-4	1	-1
PglD DTNB	4	-2	2	1	7	7	-1	-2
E-selectin induc	x	-0.2	x	-0.6	x	x	0.8	-0.1
miR122 inh	12	6	-3	-4[16.7 µM]	-6	x	4[16.7 µM]	x
Cneo AK release	-1	0	10	15	1	1	44	1
PGC1a acetyl inh	8	-2	-13	15	-7	x	13	x

(17) NC[C@H](Cc1ccccc1)NCCCCC1CCCCC1
(18) C[C@H]1CCCCO[C@@H](CN(C)C(=O)NC2CCCCC2)[C@@H](C)CN([C@@H](C)CO)C(=O)c2cc(NC(=O)Nc3ccc(C(F)(F)F)cc3)ccc2O1
(19) O=C(COc1ccccc1O)NCCN1CCOCC1
(20) OC[C@@H]1CN(Cc2ccc(-c3ccccc3)cc2)C[C@H](n2cnc3c(NCc4ccncc4)ncnc32)O1
(21) COc1cc(/C=N/NC(=O)c2ccccc2O)ccc1OC(=O)CC1SC(=O)NC1=O (configuration not stated)
(22) O=c1[nH]c(/C=C2\C=Nc3ccccc32)c(O)n1Cc1ccccc1F
(23) CC1Sc2ccc(S(=O)(=O)NCc3ccccc3)cc2NC1=O (configuration not stated)
(24) N=c1n(CC(=O)c2ccc(Br)s2)c2ccccc2n1Cc1ccccc1

compound no.	17	18	19	20	21	22	23	24
RAD52 inh	-27	-11	2	-10	-7	-6	-12	8
RAD54 branch	-8	-3	0	6	x	-4	1	12
ERAP1 HTS inh	2	-2	6	0	4	-5	-1	-1
PglD DTNB	1	-3	0	8	x	-1	1	-2
E-selectin induc	0.3	0.5	0.5	-0.4	2.2	-3.5	x	x
miR122 inh	-2	0[16.7 µM]	x	-17	1	-8	41	-35
Cneo AK release	-1	-2	7	-1	x	2	1	2
PGC1a acetyl inh	5	11	x	x	-3	-21	-15	-6

(25) O=C(C[C@H]1C[C@H]2c3cc(NC(=O)c4cccnc4)ccc3O[C@H]2[C@@H](CO)O1)NCc1ccccc1F
(26) CN1C(=O)c2cc(NC(=O)C3CCOCC3)ccc2OC[C@@H]2O[C@@H](CC(=O)NCc3ccccc3F)CC[C@@H]21
(27) Cc1nc(C(=O)O)cc([N+](=O)[O-])c1C
(28) O=C(Nc1ccc(S(=O)(=O)N2CCOCC2)cc1)c1cc(S(=O)(=O)N2CCOCC2)ccc1Cl
(29) C[C@@H]1CN([C@@H](C)CO)C(=O)c2cc(NS(=O)(=O)c3ccc(Cl)cc3)ccc2O[C@@H](C)CCCCO[C@@H]1CN(C)C(=O)c1ccccc1
(30) O=c1c2[nH]c3cccc(Cl)c3c2ncn1Cc1ccco1
(31) Nc1nonc1C(=O)NCCNCc1cc(Br)ccc1OCc1ccc(F)cc1
(32) Cc1noc(C)c1S(=O)(=O)N(C)C[C@@H]1OCCCC[C@H](C)Oc2ccc(NC(=O)CCCN(C)C)cc2C(=O)N([C@H](C)CO)C[C@@H]1C

compound no.	25	26	27	28	29	30	31	32
RAD52 inh	0	x	-2	-12	14	-6	x	5
RAD54 branch	7	x	-12	15	0	x	6	7
ERAP1 HTS inh	1	x	0	4	0	0	x	-1
PglD DTNB	0	0	1	-7	-2	x	2	0
E-selectin induc	0.0	-0.2	-0.3	x	0.0	5.7	x	-0.1
miR122 inh	9[16.7 µM]	-4[16.7 µM]	-5	3	16[16.7 µM]	x	-12	-1[16.7 µM]
Cneo AK release	1	x	1	7	-4	x	-1	-3
PGC1a acetyl inh	-2	-1	2	-2	-7	-4	x	0

(33) CCNc1nc(Oc2ccc(C(=O)OC)cc2)nc(SC)n1
(34) COc1ccccc1C(CC(N)=O)c1ccco1 (configuration not stated)
(35) CC(C)NC(=O)N(C)C[C@@H]1OCCCC[C@H](C)Oc2ccc(NS(=O)(=O)c3ccccc3)cc2C(=O)N([C@@H](C)CO)C[C@@H]1C
(36) O=C(OCC(=O)N1CCCCC1)c1cccs1
(37) CC(NC(=O)CN(c1ccc(Br)cc1)S(C)(=O)=O)c1ccccc1 (configuration not stated)
(38) C[C@H](CO)N1C[C@H](C)[C@@H](CN(C)C(=O)NC2CCCCC2)OCCCC[C@H](C)Oc2ccc(NC(=O)c3ccccc3)cc2C1=O
(39) Cc1ccc(C)n1-c1ccc(N2CCOCC2)nc1
(40) CCCSc1nc(N)cc(=O)[nH]1

compound no.	33	34	35	36	37	38	39	40
RAD52 inh	x	x	15	-6	-1	x	-90	x
RAD54 branch	-3	7	-5	4	3	-7	-11	-7
ERAP1 HTS inh	x	x	0	0	13	x	2	x
PglD DTNB	-1	-1	1	5	6	1	4	2
E-selectin induc	x	x	0.0	-0.1	1.1	-0.1	x	x
miR122 inh	2	-2	1[16.7 µM]	x	-1	-5[16.7 µM]	-10	-4
Cneo AK release	-4	-2	-1	1	-1	-12	-4	3
PGC1a acetyl inh	9	9	-4	-3	x	4	x	3

(41) Cc1ccc(C(C(=O)NCc2ccco2)N(Cc2ccco2)C(=O)CNC(=O)c2ccco2)cc1 (configuration not stated)
(42) Cc1ccc(C)c(NC(=S)Nc2ncccc2C)c1
(43) CCCN1CCC(C)(C(=O)Nc2cccc(OC(C)C)c2)C1 (configuration not stated)
(44) Cc1ccc(SCCC(=O)Nc2cccc(N(C)S(C)(=O)=O)c2)cc1
(45) CC(NC(=S)Nc1c(Cl)cccc1OC(F)F)C(C)(C)C (configuration not stated)
(46) CCn1c(SCC(=O)N/N=C/c2ccncc2)nc2ccccc21
(47) CCn1c2ccccc2c2cc(N=C3SC(CC(=O)Nc4ccccc4OC)C(=O)N3CCOC)ccc21 (configuration not stated)
(48) CCOc1ccc(CNC(=O)C2CCN(S(=O)(=O)N3CCCC3)CC2)cc1OC

compound no.	41	42	43	44	45	46	47	48
RAD52 inh	x	-5	-3	x	x	-9	x	x
RAD54 branch	3	x	2	4	2	x	5	2
ERAP1 HTS inh	x	0	-4	x	x	5	x	x
PglD DTNB	0	x	-25	-4	7	x	1	-1
E-selectin induc	x	x	5.1	x	-0.1	9.4	x	x
miR122 inh	6	-1	0	-6	1	x	2	2
Cneo AK release	0	x	-1	0	1	x	0	0
PGC1a acetyl inh	x	-3	-3	-8	-6	-8	-18	1

(49) N#Cc1c(N2CCOCC2)nsc1-c1ccc(C(F)(F)F)cc1
(50) CCOc1ccc(-n2c(=O)c3sccc3n(CC(=O)Nc3cccc(OC)c3)c2=O)cc1
(51) C=CCNc1nc(Cl)nc(NCc2ccco2)n1
(52) C=CCn1c(SCC(=O)Nc2ccccc2C)nc(O)cc1=O
(53) CCc1ccc(CNc2ccc(O)cc2)cc1
(54) Cc1ccc(C)c(N2CCN(S(=O)(=O)c3ccc4[nH]c(=O)ccc4c3)CC2)c1
(55) COc1ccc(S(=O)(=O)Nc2ccc3c(c2)C(=O)N([C@@H](C)CO)C[C@@H](C)[C@H](CN(C)C)OCCCC[C@H](C)O3)cc1
(56) COc1cccc(C(=O)N2C[C@@H]3[C@H](c4ccccc42)[C@H](CO)N3C(=O)NC(C)C)c1

compound no.	49	50	51	52	53	54	55	56
RAD52 inh	-2	-13	-9	-20	x	-11	-30	-7
RAD54 branch	-6	x	-8	-4	-18	12	7	-10
ERAP1 HTS inh	1	-2	-2	3	x	-1	-1	-1
PglD DTNB	-5	x	-2	-3	-1	-1	3	-4
E-selectin induc	0.0	x	x	x	x	-0.9	0.0	-0.4
miR122 inh	3	-6	-1	-3	9	2	3[16.7 µM]	17[16.7 µM]
Cneo AK release	-2	x	-4	1	-5	-1	1	-5
PGC1a acetyl inh	-10	0	u	-11	7	x	-4	5

(57) COc1cccc(C(=O)OCCNC(=O)c2cccnc2)c1
(58) O=C(Nc1sc2c(c1C(=O)NCc1cccnc1)CCCC2)c1ccco1
(59) Cc1nonc1CC(=O)N1CCc2c([nH]c3ccccc23)C1c1ccccc1F (configuration not stated)
(60) O=C(N/C(=C/c1ccccc1Cl)C(=O)N1CCOCC1)c1ccccc1
(61) C=CCn1c(SCC(=O)N(C)C2CCCCC2)nnc1C1CC1
(62) C=C(C1=CCN(S(=O)C(C)(C)C)[C@@H]1CCO)c1ccccc1 (some centres not stated)

compound no.	57	58	59	60	61	62
RAD52 inh	2	x	-16	-1	-5	-9
RAD54 branch	x	7	-2	2	11	-1
ERAP1 HTS inh	-1	x	-3	3	-6	7
PglD DTNB	x	4	2	-2	4	0
E-selectin induc	x	x	x	x	x	-0.1
miR122 inh	1	0	31	x	x	x
Cneo AK release	x	0	-2	2	0	2
PGC1a acetyl inh	3	9	-17	-1	x	x

Retrieved one by one from the list above, 3 records:
(57) COc1cccc(C(=O)OCCNC(=O)c2cccnc2)c1
(59) Cc1nonc1CC(=O)N1CCc2c([nH]c3ccccc23)C1c1ccccc1F (configuration not stated)
(61) C=CCn1c(SCC(=O)N(C)C2CCCCC2)nnc1C1CC1

compound no.	57	59	61
RAD52 inh	2	-16	-5
RAD54 branch	x	-2	11
ERAP1 HTS inh	-1	-3	-6
PglD DTNB	x	2	4
E-selectin induc	x	x	x
miR122 inh	1	31	x
Cneo AK release	x	-2	0
PGC1a acetyl inh	3	-17	x

No enrichment for hits. About 1.4% of those tested had a hit in this group.
